# Screening data (PubChem)
# m5-HT2A agonist = activates the mouse 5-HT2A serotonin receptor. P35363. CHO-K1 mHTR2A beta-arrestin complementation, luminescence; percent of 30 µM serotonin response. activation, % at 7.6 µM. 0.66% of 360,000 active;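 active = activation above a run cutoff, the mean activation of all tested compounds plus 3 SD, cut at about 14% in these data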;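 also: 0% = plate median of compound wells and 100% = 30 µM serotonin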
# Target sequence (P35363 whole entry, looked up): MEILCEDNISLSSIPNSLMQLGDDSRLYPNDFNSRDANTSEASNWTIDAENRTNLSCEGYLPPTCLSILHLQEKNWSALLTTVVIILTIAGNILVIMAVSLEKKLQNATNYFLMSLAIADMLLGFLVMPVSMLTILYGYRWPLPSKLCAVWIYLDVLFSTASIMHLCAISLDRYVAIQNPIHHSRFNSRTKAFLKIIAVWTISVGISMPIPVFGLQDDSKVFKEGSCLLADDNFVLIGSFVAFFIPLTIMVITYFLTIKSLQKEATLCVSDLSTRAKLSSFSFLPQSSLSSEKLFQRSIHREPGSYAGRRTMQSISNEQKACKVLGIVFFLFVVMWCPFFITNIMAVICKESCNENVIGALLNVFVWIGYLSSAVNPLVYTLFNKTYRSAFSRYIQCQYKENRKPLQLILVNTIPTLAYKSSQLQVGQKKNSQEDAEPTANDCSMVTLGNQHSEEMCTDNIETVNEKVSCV
# Glyco luc inh = N-linked glycosylation inhibition. D54 ERlucT glycosylation luciferase reporter, 24 h; percent of 100 nM tunicamycin response. reporter increase, % at 12.5 µM. 0.23% of 360,000 active. AID 588692;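 active = mean luciferase reporter signal, scaled so untreated is 0 and the glycosylation-blocking control 100, at or above a set limit in every replicate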;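 also: luciferase carries N-glycosylation sites so blocking glycosylation raises the light; 0% = median of neutral control wells and 100% = median of 100 nM tunicamycin wells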
# MC4R barr agon = activates human MC4R beta-arrestin recruitment | P32245 | U2OS MC4R beta-arrestin complementation, luminescence; percent of melanotan II response, DMSO zero | activation, % at 8.9 µM | 0.98% of 360,000 active;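 active = activation above a per-plate cutoff, the mean activation of sample wells on that plate plus 3 SD, cut at about 8% in these data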
# Target sequence (P32245 whole entry, looked up): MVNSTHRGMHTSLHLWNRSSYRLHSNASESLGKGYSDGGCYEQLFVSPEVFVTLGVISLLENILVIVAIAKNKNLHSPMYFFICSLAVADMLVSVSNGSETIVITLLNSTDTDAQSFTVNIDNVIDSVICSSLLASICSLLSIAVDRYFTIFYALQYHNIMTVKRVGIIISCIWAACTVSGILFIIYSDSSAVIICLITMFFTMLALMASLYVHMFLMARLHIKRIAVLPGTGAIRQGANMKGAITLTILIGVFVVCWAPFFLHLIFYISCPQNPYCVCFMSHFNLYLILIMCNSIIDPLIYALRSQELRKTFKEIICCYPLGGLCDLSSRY
# CaV13 FRET inh = Disruptors of the CACNA1D IQ motif to Ca2+-dependent inactivation inhibitor domain association, primary screening, Förster resonance energy transfer in intact living …. HEK cells, CFP/YFP FRET ICDI-IQ, plate reader, 10 min; percent FRET-ratio fall versus neutral wells. inhibition, % at 12.3 µM. 0.098% of 340,000 active;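 active = mean replicate inhibition of at least 30% and at least 1% of replicates passing that level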;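 also: 0% = median of the neutral control wells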
# Vif imaging = HIV Vif inhibition | 0.35% of 340,000 active | inhibition, % at 7.49 µM | AID 602346 | HEK293T cells, Vif self-association by quenched fluorescence, imaging, 24 h; in the data active = inhibition above about 50%, passing the limit was not always enough; also: some results filed as inactive read as strong as hits
# Cardio protect = modulators protecting cardiomyocytes from myocardial damage; AID 588492; 0.63% of 360,000 active; H9c2 cardiomyocytes, H2O2 injury protection, ATPLite, 2 h; protection from H2O2 cell death, % at 20 µM;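 active = compounds giving at least 50% protection of heart cells from peroxide-induced death in the single-dose screen, raw or plate-pattern-corrected value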;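 also: 0% = DMSO wells with peroxide and 100% = DMSO wells without peroxide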
# ABCB6 inh 2 = blocks the human ABCB6 transporter; Q9NP58; K562-ABCB6 porphyrin accumulation, flow cytometry, 1 h; stronger effect = lower value; fluorescence ratio to DMSO, % at 10 µM; 0.19% of 360,000 active;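 active = fluorescence ratio to DMSO below 75%, the collection mean minus 3 SD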;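 also: signal is porphyrin accumulated inside mitochondria; 100% equals median channel fluorescence of DMSO control wells; lower ratio means ABCB6 inhibition with less porphyrin fluorescence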
# PDI inh = inhibitors of human protein disulfide isomerase; AID 588391; inhibition, % at 10 µM; 0.052% of 350,000 active; PDI insulin aggregation turbidity, A650, 90 min;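 active = mean inhibition across replicates of 30% or more, whatever share of single replicates reach that level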;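 also: absorbance from insulin aggregation driven by PDI reduction with DTT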
# MC4R antag cAMP = antagonists of human melanocortin 4 receptor (MC4R); P32245; MC4R-expressing cells, MTII-stimulated cAMP, LANCE TR-FRET; inhibition, % at 6.5 µM; 0.48% of 360,000 active; AID 540295;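 active = inhibition above its plate's cutoff, the mean of tested wells on that plate plus 3 SD, cut at about 29% in these data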;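 also: 0% = Melanotan II alone and 100% = Melanotan II plus saturating MCL0020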
#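 Material: human MC4R-expressing U2OS cells. Probe or stimulus: Melanotan II challenge. Dosing: 6.5 µM single dose. Times: 30-min compound, 1-h challenge, 1-h detection, room temperature. Technique: TR-FRET with Eu-cAMP and labeled anti-cAMP, 671 nm. Replication: singlicate.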
# aDG glyco act = alpha-DG glycosylation activation; Pro5-aDG cells, alpha-DG glycosylation AlphaScreen (IIH6); 0% Pro5, 100% B10-LARGE cell signal; activation, % at 10 µM; AID 624168; 0.22% of 360,000 active;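 active = activation of at least 8% versus controls, or a plate z-score of at least 8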;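 also: Pro5 are CHO cells carrying HIG-tagged alpha-DG that lacks glycosylation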
# Starred values were filed as active, the others as inactive; . = no result given.
# The line under a structure holds: m5-HT2A agonist, Glyco luc inh, MC4R barr agon, CaV13 FRET inh, Vif imaging, Cardio protect, ABCB6 inh 2, PDI inh, MC4R antag cAMP, aDG glyco act
C[C@@H]1CN([C@@H](C)CO)C(=O)c2cc(NS(=O)(=O)c3cccs3)ccc2O[C@H]1CN(C)Cc1ccc(C(F)(F)F)cc1
    -2.0, -2.3, 0.1, -7.0, -1.1, -2.1, 100.0, -1.1, 8.1, -0.2
CC(=O)Nc1ccc(NC(=O)c2c(-c3ccccc3Cl)noc2C)cc1
    -1.2, 0.8, 0.3, -5.2, 9.9, 8.4, 95.0, -22.4, 9.2, 0.3
CCOc1ccc(NC(=O)CN(C)C(=O)c2ccc(COc3ccccc3)o2)cc1OCC
    3.2, -3.5, -1.8, -5.0, -7.2, 2.1, 98.0, -1.4, 9.3, 0.3
On1c(-c2ccccc2)nc2ccc(Cl)cc21
    -2.4, 1.6, -2.2, -3.7, -6.7, -4.9, 100.0, -0.8, 10.0, -0.2
Cc1ccc(C(=O)NNC(=O)c2ccc(S(=O)(=O)N3CCCCC3)cc2)cc1
    3.6, 0.5, -0.2, -2.7, 7.7, 1.9, 95.0, -2.7, 3.3, 0.1
CCn1cc(CNC(=O)c2ccc(C)s2)cn1
    4.7, 1.6, 1.1, -18.1, 10.3, 0.7, 92.0, 15.2, -2.7, -0.1
CCCN(CC(=O)Nc1ccccc1OC)C(=O)CCC(=O)c1ccc(Cl)s1
    -6.4, 2.8, -3.2, -2.4, -5.7, -0.2, 102.0, -6.9, 1.1, -0.2
Cc1cccc(CN2CCC(Oc3ccc(C(=O)N4CCCC4)cc3)CC2)n1
    -0.1, -1.1, -0.4, -9.5, 14.7, 7.0, 94.0, 3.1, 4.2, 0.1
O=C(Nn1cnc2ccccc2c1=O)c1ccc([N+](=O)[O-])cc1
    -2.4, 1.4, -0.9, -2.1, -0.2, 4.4, 98.0, -0.2, -2.2, -0.7
NC(=O)C1CCN(CC(=O)Nc2ccc3c(c2)OCO3)CC1
    5.2, -0.7, -0.6, -6.6, -5.3, 0.0, 99.0, 3.3, 6.0, 0.1
COc1ccc(CN2CCN(c3nc4ccccc4s3)CC2)cc1
    -19.8, -1.0, -0.8, -4.1, -10.8, -8.8, 101.0, 18.4, 3.8, 0.0
CC1(c2nnc(-c3cccc(Cl)c3)o2)CC(c2ccccc2)=NO1 (centres undefined)
    1.3, 2.2, 0.0, -4.5, 4.1, -9.6, 103.0, 0.5, 0.7, -0.2
Cc1ccc(C)c(OCC(O)CN2CCc3ccccc3C2)c1C (centres undefined)
    -8.1, 0.0, 1.0, -19.4, -6.2, -5.9, 97.0, 2.4, -2.6, 0.0
Cc1onc(-c2c(F)cccc2Cl)c1C(=O)NC(=S)Nc1c(C)n(C)n(-c2ccccc2)c1=O
    6.4, -2.0, -1.4, -4.7, -10.0, -9.2, 96.0, -12.2, 3.5, 0.0
CC1CCN(c2cc(C#N)c(C#N)cc2[N+](=O)[O-])CC1
    -0.5, -0.5, -0.5, -5.6, 90.5*, 0.5, 97.0, -2.3, 15.9, 0.1
CCC1(c2ccccc2)NC(=O)N(CC(=O)Nc2ccccc2C(=O)NC2CC2)C1=O (centres undefined)
    -6.5, 1.3, -1.5, -4.8, -7.0, 1.9, 100.0, 2.1, 2.8, 0.0
COC(=O)c1ccc(/C=C/C(=O)c2ccc(OC)c(OC)c2)cc1
    -0.3, 62.4*, -2.7, ., 11.6, 19.9, 101.0, 12.4, 3.8, 1.6
C=CCNC(=S)Nc1cc(S(=O)(=O)N2CCOCC2)ccc1-n1cncn1
    1.9, 1.9, -1.0, -17.2, 18.4, 5.6, 100.0, 10.5, -2.3, -0.2
S=C(NCc1ccccn1)NN=Cc1ccccn1
    -27.5, -12.3, -0.9, -6.7, 7.2, 23.8, 94.0, 3.3, 4.2, 1.7
Cn1c(=O)c2c(ncn2CCOc2ccc(Br)cc2)n(C)c1=O
    4.1, 1.9, -0.2, -2.3, -6.3, -5.8, 167.0, 2.3, -12.6, 0.6
CCOC(=O)c1ccc2ncc(C(=O)OCC)c(Nc3ccc(N4CCOCC4)cc3)c2c1
    2.9, -18.9, 1.0, -18.2, -12.7, 32.6, 93.0, -5.3, 47.6*, -0.8
CC(C)NS(=O)(=O)c1ccc(OCC(=O)Nc2ccc(F)cc2)cc1
    -6.4, 1.0, 0.2, -3.2, 1.9, -7.9, 102.0, -0.8, 21.2, 0.0
COc1ccc(-c2[nH]ncc2C2N=C(N)Nc3nc4ccccc4n32)cc1 (centres undefined)
    -5.1, 0.8, -2.6, -1.8, 24.2, 0.7, 97.0, -2.1, 9.9, -0.5
CNS(=O)(=O)c1cc(NC(=O)c2cncn2-c2ccccc2)ccc1C
    5.8, 0.3, -0.8, -3.9, 1.0, 2.2, 101.0, -2.4, 8.9, -0.2
O=C(c1ccccc1F)N1CCN(c2ccc([N+](=O)[O-])c(NCC3CCCO3)c2)CC1 (centres undefined)
    -3.9, -0.8, -2.6, -1.2, ., 5.2, 98.0, 3.0, 3.8, -0.7
OC[C@H]1O[C@@H](c2nc(-c3ccc(Br)cc3)no2)C[C@@H]1O
    1.5, -2.7, -2.3, -4.9, 3.6, -1.4, 98.0, 8.3, 1.2, -0.3
Cc1cccc(C)c1NC(=S)NNc1ncc(C(F)(F)F)cc1Cl
    -0.3, 1.0, -2.5, ., ., 4.6, 93.0, -0.9, 7.4, -0.1
O=C(COC(=O)c1ccccc1O)Nc1ncc(Cl)cc1Cl
    -1.0, 1.3, -2.3, -12.4, -4.7, -8.2, 92.0, -2.1, -0.9, 0.0
O=c1[nH]c2cc3c(cc2cc1C(c1nnnn1CC1CCCO1)N1CCCCCC1)OCCO3 (centres undefined)
    13.4, 2.3, -1.6, -9.8, 9.2, 5.7, 104.0, -2.0, 10.6, 0.1
Cc1cnc(Nc2nc3ccccc3o2)nc1C(=O)Nc1cccc(C(F)(F)F)c1
    8.5, 5.3, 1.7, -4.9, -3.5, 35.1, 99.0, -6.2, 2.2, -0.1
N#C/C(=C/c1ccc(OCc2ccc(C(=O)O)cc2)cc1)C(=O)Nc1ccccc1
    1.0, -0.4, -0.8, ., 10.3, -3.5, 97.0, -5.3, -0.5, 0.0
CC(NC(=O)C1CCN(CCOc2ccc(Cl)cc2)CC1)c1cccc2ccccc12 (centres undefined)
    -2.9, 0.8, 1.1, -6.1, 66.0*, -1.3, 93.0, 1.9, 7.1, 2.0
Cc1ccc(N(CC(=O)NCc2ccco2)C(=O)CCC(=O)Nc2nccs2)cc1
    4.1, 0.1, 1.4, 3.6, -3.1, -4.3, 94.0, 5.8, -0.7, 0.2
COc1ccc(Cc2nc3ccc(C(=O)N4CCCC4)cc3o2)cc1OC
    0.1, -2.6, -1.1, -5.6, -6.3, -4.1, 92.0, 0.5, 0.6, 0.8
COc1cc(C(O)c2nc3ccccc3n2C)cc(OC)c1OC (centres undefined)
    5.4, 0.9, -0.9, 0.0, 9.3, -0.5, 92.0, -1.0, 21.5, 0.1
O=C(c1ccc(F)cc1F)N1CCN(c2ccccn2)CC1
    -4.4, -0.6, -0.8, -2.2, -10.1, -2.1, 94.0, -7.3, 3.0, 0.0
COc1ccc(OCCC(=O)N2CCCCC2)cc1
    2.5, -1.8, -2.3, -4.4, 4.1, 3.3, 99.0, 6.9, 3.2, -0.1
Cn1cccc1Cc1nnc(SCC(=O)N2CCc3ccccc32)n1-c1ccc(F)cc1
    -1.1, -2.3, 0.1, -11.2, 5.8, 6.6, 95.0, ., 13.6, 0.4
FC(F)(F)c1cccc(CNC2c3ccccc3-c3ccccc32)c1
    -6.0, -3.0, 0.2, -10.0, 7.2, -10.4, 96.0, 1.5, 7.4, 0.1
COC(=O)c1c(-c2ccc(F)cc2)csc1NC(=O)C1CCCO1 (centres undefined)
    6.0, 1.7, 0.8, 11.2, -3.0, -7.2, 95.0, 9.9, 11.1, -0.1
CCCCNC(=O)C1(C)CCC(=O)N1C1CC1 (centres undefined)
    1.1, 1.4, ., -9.5, ., 12.5, 94.0, ., ., 0.0
CCc1nc(SCc2ccccn2)[nH]c(=O)c1C
    -3.5, 2.2, -1.6, -2.7, -1.5, 1.0, 102.0, -3.0, 12.5, -0.2
CC(OC(=O)CCC(=O)c1ccc(Cl)s1)C(=O)NC1(C#N)CCCCC1 (centres undefined)
    5.7, 0.6, -1.3, -2.5, -3.2, 0.7, 97.0, 7.4, 7.1, -0.4
O=C1CN(C(=O)CNCc2cccc(Cl)c2)c2ccccc2N1
    -3.0, 1.2, 3.7, -2.1, ., 3.1, 101.0, 3.3, 7.9, 0.1
CC1=NNC(=O)C1CC(=O)N/N=C/C(C)=C/c1ccccc1 (centres undefined)
    -6.0, -0.1, -2.4, 8.0, 12.0, 5.0, 91.0, -6.0, -7.2, -0.2
CCOCCSc1nc2c(c(-c3cccs3)c1C#N)CC/C2=C/c1cccs1
    -3.1, -3.8, -0.5, -5.5, 3.5, -6.2, 97.0, 7.6, 4.8, -0.1
CC(=O)C1C(c2ccc(Br)cc2)c2c(noc2C)CC1(C)O (centres undefined)
    1.5, -1.9, 4.3, -5.6, 0.6, -1.5, 100.0, 3.1, 22.4, 0.0
CCOC(=O)c1cc2sccc2n1CC(=O)Nc1ccc(OC)cc1OC
    1.6, -1.6, 2.3, -10.8, 1.7, 8.4, 106.0, -13.2, -2.9, -0.1
CC1CN(C(=O)c2ccc3c(c2)OCO3)OC(c2ccccc2)O1 (centres undefined)
    5.0, -0.4, -1.3, ., -5.5, -0.7, 97.0, 0.8, 3.7, -0.3
CCCCCCCCNC(=O)CCNC(=O)c1ccc(C(C)(C)C)cc1
    1.1, 0.2, 1.5, -7.0, -3.1, -5.0, 96.0, 2.5, 2.9, 0.4
CC(NCC(=O)Nc1ccccc1C(=O)NC1CC1)c1cccs1 (centres undefined)
    6.0, -3.7, -1.7, -5.8, -6.4, -5.4, 100.0, 2.5, 9.7, -0.3
CC(C)(C)CC(=O)NCc1ccc(F)cc1
    0.3, 0.3, -0.7, -4.9, ., 2.9, 104.0, 1.4, -0.5, 0.0
O=C(COc1ccccc1Br)NC1CCCC1
    5.0, -1.0, -1.3, -6.0, -8.8, -2.9, 101.0, 1.3, -0.4, -0.2
COc1cc(NC(=O)COC(=O)c2[nH]c(C)c(C(C)=O)c2C)cc(OC)c1
    1.0, 4.0, -0.5, -9.2, -21.9, -1.5, 85.0, 3.1, 5.1, 0.2
O=C(NCc1ccc(Cl)cc1Cl)Nc1nc([C@@H]2O[C@H](CO)[C@@H](O)[C@H](O)[C@H]2O)cs1
    1.1, -0.2, -1.2, 0.1, -0.7, -1.5, 103.0, -6.5, 12.8, 0.1
Cc1cccc(NC(=O)c2nc[nH]c2C(=O)Nc2ccccc2F)c1
    -4.7, -3.9, 6.8, -4.7, -1.2, 10.9, 97.0, -8.2, -1.8, -0.3
